Pin1 inhibitor: blocks the human prolyl isomerase Pin1. Pin1 FP peptide displacement, HiFluor488, 10 min. Potency, µM (top dose mostly 115 µM), for inactives: at the highest dose activity, negative = inhibition, actives largely listed as inhibitors. 390,000 compounds, 0.009% hits; active = well fitted inhibition curve with a large enough effect in the polarisation, with a control signal flat, not every such curve was filed as active; inconclusive = small, poorly fitted or top-dose-only effect, or effect the other way, or a change in a side signal; inactive = no such curve, though single readings can be large or run the other way; the % refers to the polarisation; note: potency is the fitted concentration of half-maximal effect; % is set by controls: 0 for no effect and ±100 for the full control effect
Target sequence (Q13526 whole entry, looked up): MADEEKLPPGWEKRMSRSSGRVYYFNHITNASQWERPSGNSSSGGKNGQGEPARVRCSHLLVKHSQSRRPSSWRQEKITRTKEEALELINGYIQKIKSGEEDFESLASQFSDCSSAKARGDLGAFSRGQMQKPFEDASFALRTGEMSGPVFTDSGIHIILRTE
TrxR1 substrate: is turned over as a substrate by rat TrxR1. Potency, µM (top dose mostly 114 µM), inactives show at the highest dose activity change, negative = substrate turnover. purified TrxR1 substrate turnover, NADPH consumption readout. AID 588456. 390,000 compounds, 0.01% hits. O89049; note: potency is the fitted concentration of half-maximal effect; % is set by controls: 0 for no effect and ±100 for the full control effect; nearly all actives have a fitted effect of over 50% in size
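Rat TrxR1, dispensed at 90 nM, was prereduced with 400 uM NADPH (final) for 5 min at ~22 deg C, then incubated with compound 15 min before 400 uM selenite. A first-read NADPH fluorescence drop versus no-compound background flagged substrates.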
TrxR1 inh: inhibitors of rat thioredoxin reductase 1 | recombinant rTrxR1, NADPH fluorescence consumption, selenite substrate | Potency, µM (series often up to 114 µM), for inactives: at the highest dose activity change, negative = inhibition, hits mostly inhibitors | 390,000 compounds, 1% hits; note: potency is the fitted concentration of half-maximal effect; % is set by controls: 0 for no effect and ±100 for the full control effect; nearly all actives have a fitted effect of over 65% in size
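Rat TrxR1 (90 nM in the dispensed reagent) was pre-reduced with 400 uM NADPH for 5 min at room temperature, then incubated with compound for 15 min. After 400 uM selenite was added, NADPH fluorescence (Ex 340/Em 450 nm) was followed for 8 min.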
D2 antag: antagonizes the human D2 dopamine receptor; P14416; HEK293 TREx D2 cells, calcium flux, dopamine EC80; inhibition, % at 10 µM; 340,000 compounds, 2% hits; AID 485344; in the data active = inhibition above about 30%; note: 0% is about no effect
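Tetracycline-induced HEK293 TREx cells expressing D2 receptor forced-coupled to calcium signalling, loaded with no-wash calcium dye. Compounds added and calcium flux read 180 s, then dopamine added at EC80 and read a further 180 s.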
TRHR agonist: agonists of human TRH receptor; P34981; TRHR cells, calcium flux fluo-8, FDSS agonist mode; activation, % at 2 µM; 360,000 compounds, 0.18% hits; AID 493084; in the data active = activation above about 30%; note: 0% is about no effect
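Read-out: compound-evoked intracellular calcium rise in TRHR cells, fluo-8 dye, kinetic FDSS fluorescence at 1 s/cycle following a 10-cycle baseline. Cells cultured overnight before dye loading (30 min–1.5 h, RT).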
IDH1 R132H inh: human IDH1 R132H inhibition | Potency, µM (series often up to 76.6 µM), for inactives: at the highest dose activity change, negative = inhibition, hits mostly inhibitors | IDH1-R132H enzyme, NADPH consumption, diaphorase/resazurin fluorescence | AID 602179 | 390,000 compounds, 0.093% hits | O75874; note: potency is the fitted concentration of half-maximal effect; % is set by controls: 0 for no effect and ±100 for the full control effect; nearly all actives have a fitted effect of over 65% in size
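IDH1-R132H (0.5 ug/mL) preincubated 30 min with compound, then NADPH (0.016 mM) and alpha-KG (2 mM) added; 80 min at RT, pH 7.5. Remaining NADPH coupled via diaphorase/resazurin to fluorescence (540/590 nm); concentration-response curves normalized to no-enzyme control.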
USP1 inh: inhibitors of human USP1/UAF1 deubiquitinase | Potency, µM (top dose mostly 57.1 µM), for the others: at the highest dose activity change, negative = inhibition, actives largely listed as inhibitors | recombinant USP1/UAF1, Ub-Rhodamine cleavage fluorescence | 390,000 compounds, 0.23% hits | O94782; note: potency is the fitted concentration of half-maximal effect; % is set by controls: 0 for no effect and ±100 for the full control effect; nearly all actives have a fitted effect of over 60% in size; inactives centre near -12
Target sequence (O94782 whole entry, looked up): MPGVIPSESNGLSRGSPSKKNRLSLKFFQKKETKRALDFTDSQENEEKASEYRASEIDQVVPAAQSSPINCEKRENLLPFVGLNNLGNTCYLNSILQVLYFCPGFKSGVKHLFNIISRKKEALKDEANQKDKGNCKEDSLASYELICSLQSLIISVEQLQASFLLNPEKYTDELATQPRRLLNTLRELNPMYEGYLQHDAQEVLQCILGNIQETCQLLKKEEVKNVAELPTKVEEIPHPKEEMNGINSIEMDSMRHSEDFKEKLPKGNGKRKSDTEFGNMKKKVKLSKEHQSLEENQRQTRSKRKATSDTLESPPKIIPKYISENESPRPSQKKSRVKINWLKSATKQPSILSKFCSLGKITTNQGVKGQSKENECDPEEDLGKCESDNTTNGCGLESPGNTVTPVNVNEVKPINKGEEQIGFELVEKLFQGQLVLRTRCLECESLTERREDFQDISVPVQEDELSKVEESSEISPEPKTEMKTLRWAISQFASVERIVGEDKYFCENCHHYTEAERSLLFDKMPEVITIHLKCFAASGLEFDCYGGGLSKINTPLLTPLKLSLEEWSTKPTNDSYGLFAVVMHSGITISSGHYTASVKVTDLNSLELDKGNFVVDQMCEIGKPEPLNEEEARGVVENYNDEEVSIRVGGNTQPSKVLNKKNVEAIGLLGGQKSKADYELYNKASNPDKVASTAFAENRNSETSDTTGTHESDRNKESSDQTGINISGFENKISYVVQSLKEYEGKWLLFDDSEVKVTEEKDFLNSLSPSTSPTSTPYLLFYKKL
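Step one: compound is pinned into 1nM USP1/UAF1 in HEPES pH 7.8 buffer with TCEP. Step two: 15 min room-temperature incubation. Step three: Ub-Rho (150nM final) starts cleavage, tracked by fluorescence over six one-minute reads.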
D2 agonist: D2 dopamine receptor (human) agonism. P14416. HEK293 T-REx D2 cells, calcium flux agonist mode. activation, % at 2 µM. 340,000 compounds, 0.53% hits;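 active = activation over 3 SD above normal in the single-dose calcium agonist read, cut at about 30% in these data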; note: 0% is about no effect
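HEK293 Trex D2 cells, tetracycline-induced, o/n 30 C 5% CO2; no-wash Ca dye, RT 30–90 min; 10-cycle baseline, 23 nl cpd added, kinetic Ca read 180 s; agonist hits = positive Ca response.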
TRHR PAM: allosterically enhances the human TRH receptor; TRHR cells, fluo-8 calcium fluorescence, EC20 TRH enhancement; enhancement, % at 2 µM; 360,000 compounds, 0.66% hits; in the data active = enhancement above about 30%; note: 0% is about no effect
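TRHR-expressing cells loaded with fluo-8 calcium dye were read kinetically (ex 480/em 530) during compound addition, then stimulated with an EC20 of TRH (10 nM final). Enhancement of the Gq-mediated intracellular calcium response was scored.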
Numbers without * were called inactive; u = inconclusive; x = not tested or not shown; [ ] = dose if it differs, or a comment. Unless noted, calls come from the whole dose curve; as a rule, active = well fitted inhibition curve with a large enough effect; inconclusive = small, poorly fitted or top-dose-only effect; inactive = no such curve, though single readings can be large or run the other way.

SMILES	Pin1 inhibitor	TrxR1 substrate	TrxR1 inh	D2 antag	TRHR agonist	IDH1 R132H inh	USP1 inh	D2 agonist	TRHR PAM
O=C(Nc1ccncc1)Nc1cc(Cl)ccc1Cl	0%	0%	27%	x	0.1	-8%	-12%	x	6
COc1ccccc1NC(=O)c1ccc(NC(=O)COC(=O)c2ccc(O)cc2)cc1	12%	-1%	10%	27	0.4	-6%	1%	-0.5	1
Cc1ccc(N(CCCCN2C(=O)c3ccccc3C2=O)C(=O)c2cccs2)cc1	1%	-4%[57.1 µM]	4%[57.1 µM]	-17	-0.2	-4%	-21%	-0.2	6
CCOC(=O)NN1C(=O)c2ccccc2NC1c1cccs1 (stereo unspecified)	11%	29%[57.1 µM]	-9%	9	-0.4	-3%	-18%	-0.7	5
CCc1ccccc1OCC(=O)Nc1cccc(S(=O)(=O)NC2=NCCC2)c1	-2%	1%	15%	-4	-1.2	1%	-21%	0.1	2
Cn1c(SCC(=O)NC2CCCCC2)nnc1-c1ccncc1	2%	-3%	6%	6	1.1	-1%	13%	0.7	7
COc1ccc(OC)c(C2C(C(=O)c3ccco3)=C(O)C(=O)N2CCN2CCOCC2)c1 (stereo unspecified)	x	x	x	-4	0.2	x	x	0.3	3
CCCCc1c(C)nc2ccccc2c1SCCC#N	-2%	6%	26%	-13	-1.1	-2%	-26%	-1.6	0
CCc1cc(=O)oc2cc(OC(C)C(=O)NCC(O)c3ccccc3)c(Cl)cc12 (stereo unspecified)	0%	14%	15%	-5	-0.5	24%	-22%	0.1	8
CCCCn1c(N)c(N(CC(C)C)C(=O)CN2C(=O)NC3(CC(C)CC(C)(C)C3)C2=O)c(=O)[nH]c1=O (stereo unspecified)	0%	-5%	8%	-10	1.2	0%	1%	-0.1	5
N#C/C(=C(\O)c1cc(Cl)sc1Cl)c1nc2ccccc2[nH]1	40%[activator]	4%	14%	-8	-0.9	-2%	-9%	-0.3	4
O=C(NCCC1=CCCCC1)C(=O)NCC(c1ccco1)N1CCN(c2ccccc2)CC1 (stereo unspecified)	-2%	-10%	-12%	-14	0.0	5%	-18%	7.9	13
Cc1nnsc1NC(=O)OCC(C)C	0%	-2%[57.1 µM]	-7%	1	0.2	0%	-6%	0.4	-3
COc1cc2c(cc1OC)[C@@H](NC(=O)CCC1CCCCC1)[C@H](O)C2	2%	3%	12%	x	x	13%	-22%	x	x
Cc1onc(-c2ccccc2Cl)c1C(=O)Nc1cnn(Cc2ccccc2)c1	-1%	-1%	4%	-14	0.7	4%	10%	0.4	-4
COc1ccccc1NC(=O)CN1CCN(CC(=O)Nc2ccc(F)cc2)CC1	-2%	11%[57.1 µM]	23%[57.1 µM]	4	-2.0	1%	-1%	-0.2	6
CCOCCCn1c(=N)c(C(=O)NC2CCCCC2)cc2c(=O)n3ccccc3nc21	21%	x	61%[activator]	x	-0.5	-8%	-16%	-1.2	1
COc1ccc(-c2noc(-c3ccc(N4CCC(C)CC4)c([N+](=O)[O-])c3)n2)cc1OC	40%[activator]	-6%	-7%	x	0.9	6%	-9%	x	-6
Cc1ccc(C(=O)O)cc1NS(=O)(=O)c1ccc2c(c1)oc(=O)n2C	20%	7%	15%	-6	5.4	9%	-25%	1.0	1
Cc1ccc(C)c(C(=O)COc2ncnc3ccccc23)c1	1%	-16%	12%[57.1 µM]	-3	-0.2	7%	-7%	2.7	-2
C=C1c2cc(C)ccc2NC(=O)N1c1ccccc1	2%	-10%[57.1 µM]	12%[57.1 µM]	0	-0.6	-13%	-10%	0.4	1
CCNC(=O)C(C)NC(=O)C1=NN(c2ccccc2)C(=O)CC1 (stereo unspecified)	-2%	0%	7%	-18	0.3	-9%	3%	1.0	19
CCN(CC)CCn1c(N)nc2ccccc21	-1%	2%	11%	-13	0.5	7%	-22%	2.2	-1
Cc1cc(C)cc(-n2c(SC(C)C(=O)NCc3ccc4c(c3)OCO4)nc3ccccc3c2=O)c1 (stereo unspecified)	16%	-6%	-8%	9	-0.7	9%	-20%	-2.2	1
Nc1nonc1-n1nnc(C(=O)N/N=C/c2ccccc2F)c1CN1CCc2ccccc21	5%	-10%	0%	x	-0.7	-4%	-10%	x	-6
C[N+](C)(CCOc1ccccc1)Cc1ccccc1	-4%	7%	-13%	x	x	-4%	-27%	x	x
CC(=O)c1cccc(N(CC(=O)N2CCCC2)S(C)(=O)=O)c1	-1%	5%	0%	6	0.3	-3%	-3%	1.6	-3
C=CCc1ccccc1OCc1nc2ccccc2n1CC	-3%	-4%	6%	x	-0.1	5%	-22%	0.0	-7
CC1(C)CC(=O)c2cnc(N)nc2C1	-3%	-9%	-12%	-3	0.2	8%	-16%	0.4	2
COc1ccccc1CNC(=O)c1ccc(N2Cc3cccc(OC)c3Oc3ncccc32)s1	2%	21%[57.1 µM]	41%[activator][57.1 µM]	x	0.0	-5%	-10%	x	2
COc1ccccc1/C=C1/C(=O)N(c2ccc([N+](=O)[O-])cc2)N=C1C	-15%	-8%	4%	-13	-0.1	-4%	-3%	-0.1	5
CN(CCOc1ccc(Cl)cc1)Cc1cccc(S(=O)(=O)N(C)C)c1	8%	2%[57.1 µM]	11%[57.1 µM]	48*	0.1	17%	-7%	70*	0
CC(C)NC(=O)C1CCN(C(=O)c2ccc(-c3ccccc3)cc2)CC1	-1%	5%	12%	-13	-0.1	0%	-18%	0.6	13
CCNc1nc(NCC)nc(C(=O)NN)n1	1%	4%	3%	x	0.1	6%	-13%	x	6
CCn1c(SCC(=O)c2ccc(Cl)cc2)nnc1-c1cccs1	-24%	6%[57.1 µM]	-8%[57.1 µM]	0	0.1	7%	-7%	-0.7	1
CCCC(=O)Nc1nc2c(c(=O)[nH]1)CCCC2	-5%	0%	0%	-4	-0.4	4%	-2%	0.5	1
O=C(Nc1ccnn1C1CCN(Cc2cc(Cl)ccc2O)CC1)C1CC1	-2%	4%	16%	-13	0.6	0%	-14%	0.3	-12
COc1ccc(NC(=O)CN2CCC(C(N)=O)(N3CCCCC3)CC2)cc1	-4%	2%[57.1 µM]	-5%[57.1 µM]	0	-0.2	-1%	5%	0.0	-7
Cc1ccc(N2CC(NC(=O)CCc3ccccc3)CC2=O)cc1C (stereo unspecified)	-2%	0%[57.1 µM]	11%[57.1 µM]	x	-0.2	-12%	-7%	0.7	5
CCOC(=O)C1=C(CC)Nc2ccccc2N/C1=N\S(=O)(=O)c1ccccc1F	-6%	2%	13%	-6	-0.4	6%	-23%	0.0	-10
COC(=O)C1C(=O)OC(C)(C)C1C(C)C(=O)c1ccccc1 (stereo unspecified)	0%	4%	20%	-2	-0.4	2%	-3%	-0.5	0
COc1cc(C=O)ccc1OC(=O)c1ccncc1	-5%	-1%	u	4	-0.1	7%	-16%	-0.3	-2
Cc1ccc(-c2nn(CCC(=O)Nc3ccc(Cl)c(Cl)c3)c(=O)c3ccccc23)cc1	7%	-7%	-11%	x	2.3	x	-16%	0.6	-2
Cc1noc(C)c1S(=O)(=O)N(CC(=O)NCc1ccc2c(c1)OCO2)c1ccc(C(C)C)cc1	5%	-4%	9%	-20	0.3	10%	-24%	-0.6	-12
Cc1nn(C(C)C(=O)N2CCOCC2)c(=O)c2nn(-c3ccccc3)c(C)c12 (stereo unspecified)	-3%	2%	18%	-9	-0.1	3%	-26%	-0.8	3
COc1ccc(N2CC(C(=O)Nc3ccc([N+](=O)[O-])cc3Br)CC2=O)cc1 (stereo unspecified)	0%	-7%	3%	8	-0.1	4%	-22%	-0.5	0
Cc1cccc(NC(=O)CN2C(=O)NC(Cc3ccccc3)C2=O)c1 (stereo unspecified)	0%	7%[57.1 µM]	10%[57.1 µM]	-13	0.4	3%	-12%	0.7	5
O=C(Nc1ccc(C(=O)N2CCOCC2)cc1)c1cccc(Br)c1	6%	-10%	-6%	-16	-0.8	5%	-16%	-0.2	7
CCOC(=O)[C@H]1[C@H]2COc3ccc(Br)cc3[C@H]2N2C(=O)CN(Cc3ccc(C)cc3)C(=O)[C@@]12C	u	-4%	21%	x	x	-2%	-6%	x	x
CCO[C@H]1OC(C(N)=O)=C[C@@H](c2ccc(Br)cc2)[C@@H]1CCCO	-2%	3%	6%	21	-0.1	12%	-26%	0.0	-3
COc1ccc(Nc2ccncc2[N+](=O)[O-])cc1	-17%	-12%	10%[57.1 µM]	-9	-0.1	-2%	-6%	0.5	-3
CC1CCC2(CC1)NC(=O)N(CC(=O)NC(=O)Nc1ccc3c(c1)OCCO3)C2=O (stereo unspecified)	2%	0%	17%	-6	-0.5	6%	-3%	-0.3	16
CC1(CC(=O)Nc2ccccc2)NC(=S)N(c2ccccc2)N1 (stereo unspecified)	-2%	9%[57.1 µM]	-21%[57.1 µM]	x	0.7	3%	-1%	x	13
CCN(CC)c1ccc(NC(=O)c2cncc(Br)c2)cc1	10%	-3%	4%	-5	-0.4	4%	-23%	4.3	-1
CCOC(=O)Cn1c(=O)oc2cc(S(=O)(=O)N3CCN(c4ccc(C(C)=O)cc4)CC3)ccc21	111%[activator]	10%	26%	x	0.9	7%	-13%	1.0	5

Random excerpt: 2 records from the list, in no set order.
SMILES	Pin1 inhibitor	TrxR1 substrate	TrxR1 inh	D2 antag	TRHR agonist	IDH1 R132H inh	USP1 inh	D2 agonist	TRHR PAM
CC1CCC2(CC1)NC(=O)N(CC(=O)NC(=O)Nc1ccc3c(c1)OCCO3)C2=O (stereo unspecified)	2%	0%	17%	-6	-0.5	6%	-3%	-0.3	16
CCO[C@H]1OC(C(N)=O)=C[C@@H](c2ccc(Br)cc2)[C@@H]1CCCO	-2%	3%	6%	21	-0.1	12%	-26%	0.0	-3

Assay outcomes as filed in PubChem BioAssay.

An excerpt. The share of hits here may be higher or lower than overall.
